Screens as filed in PubChem.
CBFb-RUNX1 inh – blocks binding between human CBF-beta and RUNX1; AlphaScreen CBFb-His/RUNX1-biotin binding, biochemical; Potency, µM (top dose mostly 59.8 µM), without a hit: top-dose activity, negative = inhibition, usual class: inhibitors; 230,000 tested, under 10 active; AID 1477; note: % of control where 0% means no effect
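CBFb-His/RUNX1-biotin, 30 nM each, preincubated 20 min RT; compound 15 min RT; Ni + streptavidin beads 50 ng each, 90 min RT; AlphaScreen read.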
Tau FP inhib – inhibitors of human tau fibril formation; Potency, µM (titrated, usually from 57.7 µM), for inactives: top-dose activity, negative = inhibition, hits mostly inhibitors; K18 P301L tau heparin fibrillization, Alexa594 FP, 6 h; 0.39% of 280,000 active; note: potency is the fitted concentration of half-maximal effect; % is set by controls: 0 for no effect and ±100 for the full control effect; nearly all actives have a fitted effect of over 55% in size
Target sequence (P10636 561-689 P618L limits assumed): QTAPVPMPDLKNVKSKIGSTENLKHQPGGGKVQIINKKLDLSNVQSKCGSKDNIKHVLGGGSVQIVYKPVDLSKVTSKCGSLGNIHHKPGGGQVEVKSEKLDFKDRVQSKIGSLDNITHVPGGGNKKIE
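Quantitative HTS format: compounds meet 15 uM recombinant K18 P301L tau and Alexa 594-tau tracer in 100 mM sodium acetate pH 7; 20 uM heparin triggers fibrillization at 37 C over 6 hr; FP gives the signal.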
NPSR antagonist – antagonists of human neuropeptide S receptor cAMP signaling. Q6W5P4. CHO-NPSR cells, cAMP TR-FRET, antagonist mode. Potency, µM (series often up to 38.3 µM), inactives show top-dose activity change, negative = inhibition, most hits filed as inhibitors. 1% of 220,000 active. AID 1461; note: potency is the fitted concentration of half-maximal effect; % is set by controls: 0 for no effect and ±100 for the full control effect; nearly all actives have a fitted effect of over 50% in size; many of its hits are not listed in these tables
Target sequence (Q6W5P4 whole entry, looked up): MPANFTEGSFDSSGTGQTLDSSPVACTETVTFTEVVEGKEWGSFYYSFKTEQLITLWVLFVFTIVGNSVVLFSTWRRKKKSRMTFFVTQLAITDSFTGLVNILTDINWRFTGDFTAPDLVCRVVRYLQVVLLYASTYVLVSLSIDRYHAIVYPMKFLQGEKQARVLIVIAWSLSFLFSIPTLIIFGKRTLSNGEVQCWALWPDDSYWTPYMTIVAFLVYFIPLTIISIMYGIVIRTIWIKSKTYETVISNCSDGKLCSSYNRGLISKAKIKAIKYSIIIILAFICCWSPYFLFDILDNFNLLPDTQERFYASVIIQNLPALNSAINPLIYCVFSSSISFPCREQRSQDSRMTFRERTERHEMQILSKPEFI
TRb-SRC2 inh – TRbeta-SRC2 interaction inhibition; P10828; TRbeta-SRC2 peptide binding, fluorescence polarization; receptor liganded with 1 µM T3; Potency, µM (top dose mostly 106 µM), for the others: top-dose activity change, negative = inhibition, most hits filed as inhibitors; 0.065% of 280,000 active;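 note: potency is the fitted concentration of half-maximal effect; plate controls were bound peptide for no effect and peptide without receptor for full effect; nearly all actives have a fitted effect of over 50% in size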
Target sequence (P10828 whole entry, looked up): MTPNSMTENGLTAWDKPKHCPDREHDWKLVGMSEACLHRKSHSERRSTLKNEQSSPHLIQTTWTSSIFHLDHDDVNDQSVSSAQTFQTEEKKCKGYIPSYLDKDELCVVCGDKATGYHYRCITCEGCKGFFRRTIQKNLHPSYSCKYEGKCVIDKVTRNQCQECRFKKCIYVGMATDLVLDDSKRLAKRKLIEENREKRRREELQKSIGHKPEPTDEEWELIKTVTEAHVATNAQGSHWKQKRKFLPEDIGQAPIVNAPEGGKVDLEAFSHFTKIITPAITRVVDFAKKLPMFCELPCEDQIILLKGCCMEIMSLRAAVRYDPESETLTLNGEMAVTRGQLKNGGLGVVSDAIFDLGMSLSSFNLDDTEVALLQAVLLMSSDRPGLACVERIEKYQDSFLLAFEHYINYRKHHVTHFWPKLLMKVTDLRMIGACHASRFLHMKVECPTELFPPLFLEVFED
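Decrease in fluorescence polarization of 20 nM Texas Red SRC2 coactivator peptide flagged inhibition of its binding to 0.6 uM TRb LBD; 1 uM T3 included, incubation 5 hr, ex 555/em 632 nm.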
aGal spleen mod – inhibitors or activators of human alpha-galactosidase in spleen homogenate. P06280. human spleen homogenate, 4MU-alpha-Gal fluorescence, 40 min. Potency, µM (highest dose often 80 µM), without a hit: top-dose activity change, negative = inhibition, hits mostly inhibitors. 0.008% of 240,000 active;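 note: potency is the fitted concentration of half-maximal effect; 0% = enzyme with vehicle and -100% = no enzyme basal signal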
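Inhibition or activation of alpha-galactosidase in human spleen homogenate is scored by 4-MU fluorescence after 40 min at 37C, pH 5.0, with 1 mM substrate. AC50s come from concentration-response fitted to the Hill equation.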
TR SRC2 fluor cs – alters Texas Red total fluorescence, flagging assay interference | TRb/SRC2 Texas Red total fluorescence interference | Potency, µM (titrated, usually from 106 µM), for the others: at the highest dose fluorescence change, negative = quenching | 0.29% of 280,000 active | AID 1479; active = well fitted curve in either direction with a large enough effect; inconclusive = small, poorly fitted or top-dose-only effect; note: potency is the fitted concentration of half-maximal effect; % is set by controls: 0 for no effect and ±100 for the full control effect
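Flags fluorescent or light-absorbing compounds by total fluorescence, S + 2P, at 555 nm excitation and 632 nm emission. Mixture: 20 nM Texas Red SRC2 peptide, 0.6 uM human TRb LBD, 1 uM T3, 5% DMSO; compound exposure 5 h at ambient temperature.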
Epigenetic derep – epigenetic control regulation, reporter derepression; murine LDR cells, GFP reporter derepression, 30 h; Potency, µM (doses to about 53.9 µM), for the others: top-dose GFP activation, most hits filed as activators; 0.2% of 280,000 active; note: potency is the fitted concentration of half-maximal effect; % of control where 0% means no effect; nearly all actives have a fitted effect of over 60% in size
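Murine LDR cells carrying a silenced, genomically integrated CMV-driven GFP reporter were exposed to compound for 30 hours at 37 C. After PBS washes, GFP-positive cells (20–120 um objects) were counted by laser-scanning microplate cytometry.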
Tau fluor counter – counter-screen for tau fibril formation inhibitors. tau K18 P301L (four-repeat tau fragment) Alexa594 fluorescence, heparin fibrillization. Potency, µM (titrated, usually from 57.7 µM), without a hit: top-dose activity change, negative = decrease. 0.93% of 280,000 active; note: potency is the fitted concentration of half-maximal effect; % is set by controls: 0 for no effect and ±100 for the full control effect; nearly all actives have a fitted effect of over 55% in size
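Human K18 P301L tau (15 uM unlabeled plus 0.24 uM Alexa 594-labeled, final) in 100 mM sodium acetate pH 7 was mixed with compound and 20 uM heparin and incubated 6 hr at 37 C.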
Starred values were filed as active, the others as inactive; u = inconclusive; x = not tested or not shown; & = joins results of further samples; [ ] = another dose, or the depositor's remark. Unless noted, calls come from the whole dose curve; as a rule, active = well fitted curve in the direction sought with a large enough effect; inconclusive = small, poorly fitted or top-dose-only effect, or another doubt; inactive = no such curve, though single readings can be large; an effect the other way counts as inactive or inconclusive. Only part of the results is shown, so the mix of outcomes need not match the whole.

SMILES	CBFb-RUNX1 inh	Tau FP inhib	NPSR antagonist	TRb-SRC2 inh	aGal spleen mod	TR SRC2 fluor cs	Epigenetic derep	Tau fluor counter
CCOCCc1nn2c(=O)cc(COC(=O)c3ccccc3NC(=O)c3cccs3)nc2s1	x	-2%	x	2%	x	1%	-3.4%	-2%
CCn1c2c(c(=N)c3ccccc31)CCC2	1%	-1%	2%	-3%	-4%	-1%	1.5%	-1%
Cc1ccc2cc(CN(Cc3ccco3)C(=S)NCC3CCCO3)c(=O)[nH]c2c1C (stereo not given)	-8%	2%	-11%	2%	0%	-1%	-3.0%	2%
Cc1sc2nc(SCc3nc4ccccc4[nH]3)n(Cc3ccco3)c(=O)c2c1C	-22%	-8%	u	7%	7%	-1%	-0.9%	-11%
O=C(Nc1ccccc1)c1ccc(S(=O)(=O)NCC2CCCO2)cc1 (stereo not given)	3%	9%	u	-3%	4%	-3%	-7.2%	-5%
Cc1cc(NS(=O)(=O)c2ccc(NC(=S)NC(=O)c3ccc(Br)cc3)cc2)no1	-11%	1%	-39%	3%	u	-3%	-1.8%	-14%
O=C(c1cccnc1)N1CCN(c2c(Cl)cccc2[N+](=O)[O-])CC1	2%	1%	-9%[46.1 µM]	-1%	0%	4%	1.1%	-3%
Cc1cccc(-n2cc[nH]c2=S)c1C	4%	-6%	13%[46.1 µM]	6%	-2%	0%	-0.9%	-4%
CCC(=O)N1CCc2cc(Br)cc(S(=O)(=O)N3CCN(c4cccc(Cl)c4)CC3)c21	x	-8%	x	6%	x	-2%	-0.2%	-10%
O=C(N/N=C/c1cccc(C(F)(F)F)c1)c1cc2c(s1)-c1ccccc1CC2	10%	u	-9%[46.1 µM]	0%	9%	0%	-1.2%	u
O=C(Nc1ccc(S(=O)(=O)N2CCCCC2)cc1)c1ccccc1Cl	6%	1%	-8%[46.1 µM]	5%	0%	1%	-2.0%	-25%
O=C1c2ccccc2S(=O)(=O)N1CC1CC(c2ccc(Cl)cc2)=NO1 (stereo not given)	8%	5%	-3%	5%	4%	-1%	-6.9%	-15%
COc1ccc(NC(=O)c2c(Nc3ccccc3)sc(C(=O)c3ccc(F)cc3)c2N)cc1	u	3%	-23%[46.1 µM]	-17%	-6%	-1%	-3.5%	u
O=C(NCCO[N+](=O)[O-])c1cccnc1	8%	4%&2%	14%	-1%&-3%	-6%&-11%	-6%&-1%	1.1%&7.6%	-1%&-13%
O=C(Nc1cc(S(=O)(=O)N2CCOCC2)ccc1-n1cncn1)c1ccc(Cl)cc1	-2%	-12%	-14%	-14%	1%	0%	0.1%	-18%
CN(C)c1ccc(NC2=C(Cl)C(=O)c3ccccc3C2=O)cc1	x	14µM*	u	-30%	-24%	-22%	-3.2%	3.5µM*[quencher]
Cc1nc2cccnc2n1-c1cccc(C(=O)N2CCN(c3ccc(Cl)cc3)CC2)c1	x	10%	x	-2%	x	0%	1.8%	2%
O=C(CCN1CCN(c2ccc(Cl)cc2)CC1)Nc1ccccc1F	-3%	4%	u	-5%	-2%	2%	-0.9%	-19%
O=C1O/C(=C/Br)CCC1c1cccc2ccccc12 (stereo not given)	17%	u	u	-1%	-2%	-2%	u	u
COc1cc(-c2nc3cnccn3c2Nc2c(C)cccc2C)ccc1O	11%	-2%	-10%[46.1 µM]	-8%	-3%	-4%	-1.0%	u
Cc1ccc(C)c(Oc2nc3c(c(=O)n(C)c(=O)n3C)n2Cc2ccccc2)c1	x	1%	x	6%	x	0%	0.0%	-16%
Cc1ccc(-c2nnc(SCC(=O)N3CC(C)CC(C)C3)o2)cc1C (stereo not given)	-5%	0%	-22%[46.1 µM]	6%	-18%	-3%	-1.0%	-5%
O=C(NCc1ccc(F)cc1)c1ccc2oc(=O)n(Cc3ccccc3)c2c1	x	-11%	x	2%	x	-1%	-4.1%	-28%
CCOC(=O)c1c(C)[nH]c(CCC(=O)NCc2cccc(OC)c2)c1C	x	-2%	x	-5%	x	0%	-1.7%	-4%
CCN1CCN(CCNC(=O)c2cn(Cc3ccccc3F)nn2)CC1	6%	0%	7%[46.1 µM]	-8%	1%	-2%	0.0%	6%

Remaining list, next part
SMILES	CBFb-RUNX1 inh	Tau FP inhib	NPSR antagonist	TRb-SRC2 inh	aGal spleen mod	TR SRC2 fluor cs	Epigenetic derep	Tau fluor counter
O=S(=O)(Nc1nc2ccccc2nc1Cl)c1ccccc1	-4%	-13%	u	1%	0%	-1%	-0.9%	-1%
CC(C)c1ccc(-c2nnn(Cc3nc4ccccc4s3)n2)cc1	7%	-12%	-21%[46.1 µM]	3%	2%	-2%	-2.1%	-17%
COc1ccc(N2CCN(C(=O)[C@H](Cc3c[nH]c4ccccc34)NC(C)=O)CC2)cc1	5%	6%	1%	2%	10%	-1%	-0.1%	-9%
COCCNS(=O)(=O)c1ccccc1	0%	-5%	3%[46.1 µM]	7%	2%	0%	-7.5%	-8%
O=C(O)CCC(=O)N1CCc2cc(S(=O)(=O)NCc3cccs3)ccc21	2%	6%	-7%[46.1 µM]	6%	-13%	1%	10%	4%
CC1CCCN(Cc2nc3c(c(=O)n(C)c(=O)n3C)n2CCc2ccccc2)C1 (stereo not given)	8%	1%	-12%[46.1 µM]	5%	1%	-1%	1.7%	2%
Cc1occc1C(=O)N1N=C(C2CC2)CC1(O)C(F)(F)F (stereo not given)	5%	-4%	-6%[46.1 µM]	2%	-3%	0%	-2.3%	-4%
O=C(NCc1ccccc1Cl)c1cc2ccccc2o1	x	-9%	x	2%	x	-1%	-1.0%	-13%
O=C(C[n+]1ccc(C(=O)N/N=C/c2ccc(O)cc2)cc1)c1ccccc1	-10%	-16%	0%[46.1 µM]	12%	-1%	-1%	-5.5%	u
O=C(CN1CCN(C(c2ccccc2)c2ccccc2)CC1)N1N=CCC1c1ccccc1 (stereo not given)	-2%	0%	u	-1%	5%	-7%	0.1%	-11%
CCCOC(=O)c1ccc(NC(=O)c2ccccc2OC)cc1	9%	6%	-41%	5%	5%	-3%	12%	-23%
CC(C)CCNC(=O)C(c1ccc(O)cc1)N(Cc1cccs1)C(=O)C1COc2ccccc2O1 (stereo not given)	1%	-12%	-28%	-6%	1%	1%	0.0%	-28%
COc1cccc(N(CC(=O)N2CCN(C)CC2)S(=O)(=O)c2ccccc2)c1	-5%	3%	6%[46.1 µM]	2%	0%	0%	3.1%	-1%
O=C(NCCc1c[nH]c2ccccc12)c1cc2ccccc2oc1=O	-13%	10%	8%	-1%	4%	-5%	0.0%	u
Cc1c(C(=O)N2CCCCC2)nn(-c2ccc(Cl)cc2)c(=O)c1C#N	-4%	7%	1%	-8%	4%	-5%	1.3%	-13%
Cc1ccc(C(=O)N2CCCC2)c(F)c1F	4%	-8%	1%[46.1 µM]	-7%	-21%	-1%	-2.5%	-6%
CCc1nnc(SCc2cccc(Cl)c2)c2cc3sccc3n12	x	-4%	x	-15%	x	25µM*[quencher]	0.0%	-29%
CCO[C@@H]1OC(C(=O)N2CCN(C)CC2)=C[C@H](c2coc3ccccc3c2=O)[C@H]1CCCO	7%	3%	30%	4%	9%	-1%	0.2%	4%
CCN1C(=O)C(C)S/C1=N\S(=O)(=O)c1ccc(Cl)s1 (stereo not given)	3%	-10%	-13%[46.1 µM]	-7%	1%	0%	-1.6%	-3%
O=C1C2CC=CCC2C(=O)N1c1ccc(Cc2ccncc2)cc1 (stereo not given)	-4%	-2%	3%[46.1 µM]	-5%	-1%	-1%	-3.2%	-4%
CC(=O)Nc1ccc(NC(=O)C(C)OC(=O)c2ccccc2Sc2ccccc2C#N)cc1 (stereo not given)	-3%	u	-34%	-5%	2%	0%	0.0%	u
Cc1cccc2cc(CN(CC3CCCO3)C(c3nnnn3Cc3ccco3)C(C)C)c(=O)[nH]c12 (stereo not given)	-10%	10%	u	-1%	1%	3%	0.0%	2%
CCCCC(=O)NC(N1CCCCC1)C(Cl)(Cl)Cl (stereo not given)	5%	1%	1%[46.1 µM]	4%	-7%	-1%	-1.1%	-3%
Cc1ccc(/C=C/C(=O)Nc2ccc(S(N)(=O)=O)cc2)o1	0%	-9%&-11%	11%	-1%&3%	6%	-2%&2%	-3.5%&-1.0%	-12%&-26%
O=C(O)CC1NC(=O)N(c2ccccc2)C1=O (stereo not given)	0%	9%	-19%[46.1 µM]	-8%	-1%	-4%	-2.1%	0%

4 entries drawn at random from the list so far, as already listed:
SMILES	CBFb-RUNX1 inh	Tau FP inhib	NPSR antagonist	TRb-SRC2 inh	aGal spleen mod	TR SRC2 fluor cs	Epigenetic derep	Tau fluor counter
CCCCC(=O)NC(N1CCCCC1)C(Cl)(Cl)Cl (stereo not given)	5%	1%	1%[46.1 µM]	4%	-7%	-1%	-1.1%	-3%
COCCNS(=O)(=O)c1ccccc1	0%	-5%	3%[46.1 µM]	7%	2%	0%	-7.5%	-8%
O=C(O)CCC(=O)N1CCc2cc(S(=O)(=O)NCc3cccs3)ccc21	2%	6%	-7%[46.1 µM]	6%	-13%	1%	10%	4%
COc1cccc(N(CC(=O)N2CCN(C)CC2)S(=O)(=O)c2ccccc2)c1	-5%	3%	6%[46.1 µM]	2%	0%	0%	3.1%	-1%

Carrying on:
SMILES	CBFb-RUNX1 inh	Tau FP inhib	NPSR antagonist	TRb-SRC2 inh	aGal spleen mod	TR SRC2 fluor cs	Epigenetic derep	Tau fluor counter
CCN(Cc1ccccc1)C(=O)c1cnn(-c2ccc(F)cc2)c1-n1cccc1	x	9%	x	-1%	x	0%	1.8%	-4%
O=C(Nc1cccc2nsnc12)c1cccnc1Cl	-9%	-4%	7%	6%[53 µM]	-3%	-1%[53 µM]	2.3%	4%
Fc1ccccc1-c1csc(=Nc2cccnc2)n1CCCn1ccnc1	-17%	-2%	16%	4%	2%	6%	-1.1%	-15%
COc1ccc(C)cc1NC(=O)c1oc2ccc(S(=O)(=O)N3CCCCC3)cc2c1C	x	-2%	x	8%	x	-2%	0.6%	-9%
CSc1nc(N)c2c(C)c(C)sc2n1	-5%	-1%	12%	-1%	4%	1%	-1.0%	-5%
CN1CCN(C(=O)C23CC4CC(C)(CC(C)(C4)C2)C3)CC1	4%	-6%	-13%	-6%	7%	1%	-1.0%	-24%
COc1ccc(S(=O)(=O)CC(=O)Nc2ccccc2Cl)cc1	-2%	-5%	13%	0%	-5%	-1%	0.0%	-1%
COc1ccc(CC(=O)OCC(=O)c2ccc(OC)cc2)cc1	6%	1%	6%	0%	-1%	-2%	14%	-10%
